14-3-3 PPI: 14-3-3 gamma protein interaction modulation | P61981 | FP, 14-3-3gamma / TMR-pS259-Raf peptide binding | inhibition, % at 40 µM | actives 0.19% (n = 160,000) | AID 422; in the data active means inhibition above about 30%;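 further: 0% = protein plus tracer without compound and 100% = blank with tracer alone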
Target sequence (P61981 whole entry, looked up): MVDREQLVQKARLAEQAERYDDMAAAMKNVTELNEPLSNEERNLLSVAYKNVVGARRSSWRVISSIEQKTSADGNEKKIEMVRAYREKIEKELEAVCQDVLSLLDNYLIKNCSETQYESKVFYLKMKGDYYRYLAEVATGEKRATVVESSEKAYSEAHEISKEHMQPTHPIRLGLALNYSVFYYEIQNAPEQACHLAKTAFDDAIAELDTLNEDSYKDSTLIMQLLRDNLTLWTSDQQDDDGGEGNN
Starred values were filed as active, the others as inactive; & = joins results of further samples. A portion of the library; rates above refer to the full screens.

SMILES	14-3-3 PPI
O=C(Cc1cccs1)N1CCN(S(=O)(=O)c2cccc([N+](=O)[O-])c2)CC1	-1.6
CCCSc1nnc2c(n1)OC(c1ccc([N+](=O)[O-])cc1)Nc1ccccc1-2 (stereo unspecified)	-20.1
COc1cc(Cn2ccnc2)c(OC)cc1Cn1ccnc1	-2.4
Cc1ccc(-n2c(SCC(=O)Nc3cc(C)on3)nc3c(c2=O)SC(C)C3)cc1 (stereo unspecified)	-0.6
COc1ccc(-c2nnc(NC(=O)c3ccc(S(=O)(=O)N4CCc5ccccc5C4)cc3)o2)cc1	7.0
CCCC(CCC(=O)OC)(C(=O)OCC)c1csc(N)n1 (stereo unspecified)	1.2
CCOC(=O)CSc1nnc(CNc2ccc(F)cc2)o1	-3.4
Nc1nonc1C(=O)NCCNCc1cc(Br)ccc1OCc1ccccc1F	0.9
CN1C2=C(C(=O)CC(C)(C)C2)C(c2ccc(O)cc2)C2=C1CC(C)(C)CC2=O	-9.7
CCOC(=O)c1sc(NC(=O)c2cc(Cl)ccc2[N+](=O)[O-])nc1C	1.4
COC(=O)C1=CN(C2CC2)C=C(C(=O)OC)C1c1ccccc1OC	-5.4
N#Cc1c(NC(=O)c2cccs2)sc2c1CCCC2	-0.2
CCOC(=O)Cc1csc(NC(=O)CSc2nnc(-c3ccc(C)cc3)o2)n1	-2.7
CCC1Oc2ccc(C)cc2N(CC(=O)N2CCN(c3cc(C)ccc3C)CC2)C1=O (stereo unspecified)	5.8
Cc1c(C)c(C)c2nsnc2c1C	0.5
COC(=O)c1ccc2c(=O)n(Cc3ccco3)c(SCC(=O)Nc3ccc(C)c(Cl)c3)nc2c1	3.0&-8.4
Cc1c(C(=O)N(C)C)sc2c1c(=O)n(-c1ccc(Cl)cc1)c(=O)n2CC(=O)NCc1ccccc1Cl	-9.8
CCC(NC(=O)c1ccccc1NC(=O)c1ccco1)C(=O)O (stereo unspecified)	-2.6
Cc1cccc(S(=O)(=O)Nc2nc3ccccc3nc2NCc2ccco2)c1	-10.8
COc1ccc(N=C2c3ccccc3-c3nc4ccccc4nc32)cc1	-9.7
O=C(Nc1ccc2oc(-c3ccccc3Br)nc2c1)c1ccc(Cl)c([N+](=O)[O-])c1	-16.5
CCOc1ccc2ccccc2c1C(=O)Nc1c2c(nn1-c1ccc(F)cc1)CS(=O)C2 (stereo unspecified)	0.1
O=C(O)c1ccc(N2CCCC2=O)cc1	-1.9&-1.5
Cn1c(=O)oc2cc(S(=O)(=O)Nc3cccc4c3CCCC4)ccc21	-12.8
Cc1ccc2cc3cc(C(=O)N4CCN(C5CCCCC5)CC4)sc3nc2c1	-10.7
The list goes on:
SMILES	14-3-3 PPI
CC(OC(=O)CCc1nc2ccccc2c(=O)[nH]1)C(=O)NCc1ccc2c(c1)OCO2 (stereo unspecified)	-18.7
Cc1cccc(N(CC(=O)NC2CCCCC2)C(=O)CCC(=O)Nc2ccccn2)c1	-6.4
Cc1nc2ccccc2c(=O)n1NC(=O)c1c(O)c2c(n(CC(C)C)c1=O)CCCC2	-2.9
Cc1cccc(CSC2=NCCN2C(=O)c2ccco2)c1	-3.7
CCc1cc2cc(C(=O)N3CCN(Cc4ccccc4)CC3)sc2s1	2.9
c1ccc(CC(CCNCc2ccc3c(c2)OCO3)c2ccc3c(c2)OCO3)cc1 (stereo unspecified)	-7.4
O=C(CSc1nc2c(sc3ccccc32)c(=O)n1Cc1ccco1)NCc1ccco1	-25.3
Cc1cc(NC(=O)c2ccc(S(=O)(=O)N3CCCC3)cc2)nc2c1c(=O)oc1ccccc12	3.8&-62.1
Cc1ccc(CSCC(=O)NCc2cccs2)cc1	1.5
CC(C)CCNC(=O)c1cc(S(=O)(=O)N2CCc3ccccc32)ccc1F	1.3
O=C(CCc1ccccc1)Nc1ncn[nH]1	-4.7&3.2
O=C(NCc1ccccn1)c1ccc(NC(=O)c2ccco2)cc1	1.6
CC1=C(C(=O)OC2CCCCC2)C(c2ccc(C)o2)C2=C(CCCC2=O)N1 (stereo unspecified)	-5.3&-8.0
Cc1sc2nc(SCc3ccc(C(=O)NCCO)cc3)[nH]c(=O)c2c1C	3.9
Cc1ccc(C)c(N2C(=O)CC3CS(=O)(=O)CC32)c1 (stereo unspecified)	-8.4
COc1cc(C2Nc3ccccc3NC3=C2C(=O)CC(c2cccs2)C3)cc(Cl)c1O (stereo unspecified)	0.9
COc1ccc(S(=O)(=O)N2CCN(Cc3ccccc3)CC2)cc1	-14.6
CCN(CC)CCNCc1ccc(-c2ccc(Cl)cc2)o1	-4.7
Cc1ccc(C(=O)NCc2occc2C(=O)O)o1	0.5
O=C(Nc1c2c(nn1-c1cccc(Cl)c1)CS(=O)C2)c1ccccc1F (stereo unspecified)	-2.2
COc1ccc(NC(=O)Cn2c(=O)n(-c3ccccc3)c(=O)c3c4c(sc32)CCCC4)cc1OC	6.6
Cc1ccc(Cl)cc1N1CCN(C(=O)CC(C(=O)N2CCc3ccccc32)n2ccnc2)CC1 (stereo unspecified)	-9.6
O=[N+]([O-])c1ccc(NS(=O)(=O)c2cccnc2)cc1	-2.0
O=C(CSc1nnnn1C1CCCCC1)NCc1ccco1	-8.3
O=C(Cn1cnc([N+](=O)[O-])n1)C1CC1	-0.4

Part of the list above in order of number of heavy atoms, smallest number first:
SMILES	14-3-3 PPI
CCc1cc2cc(C(=O)N3CCN(Cc4ccccc4)CC3)sc2s1	2.9
CC(C)CCNC(=O)c1cc(S(=O)(=O)N2CCc3ccccc32)ccc1F	1.3
c1ccc(CC(CCNCc2ccc3c(c2)OCO3)c2ccc3c(c2)OCO3)cc1 (stereo unspecified)	-7.4

Additional records
SMILES	14-3-3 PPI
Cc1ccccc1-c1nc2cc(Cl)ccc2o1	-12.4
CCOc1ccc(NC(N)=O)cc1	2.6
Cc1cc(C)c2[nH]c(C)c(CN(C)C3CCCCC3)c(=O)c2c1	4.0
COc1ccc(N(Cc2ccco2)C(=O)c2ccccc2F)cc1OC	-3.8
COc1ccc(C2CC(C(F)(F)F)n3ncc(C(=O)NC(C)(C)C)c3N2)cc1 (stereo unspecified)	-4.2
CCOC(=O)c1cnc2ccc(Cl)cc2c1N1CCN(C)CC1	-8.7
COc1cc2[nH]c(=S)nc(NCCc3ccc(C)cc3)c2cc1OC	-6.5
CCCCOc1ccc(C(C)(O)CCN2CCOCC2)cc1 (stereo unspecified)	6.8
COc1ccc([N+](=O)[O-])cc1C=Cc1ccc2cccc(O)c2n1	-4.6
CCC(C)n1c(=N)c(C(=O)NCCCOC)cc2c(=O)n3cccc(C)c3nc21 (stereo unspecified)	-62.5
Cn1c(COc2ccc(Cl)cc2)nnc1SCc1ncc(-c2ccccc2)o1	-7.3
O=C(NCC1(c2ccccc2)CCOCC1)c1ccc(Br)cc1	2.2
COc1ccc(-c2ccc(=O)n(CC(=O)Nc3cccc(C(F)(F)F)c3)n2)cc1	-15.5
CCCN(C(=O)Cc1c(C(=O)O)[nH]c2ccccc12)c1ccccc1C	-0.9
COc1cc(C(=O)NC2CC3CCCC(C2)N3C2CC2)cc(OC)c1OC (stereo unspecified)	2.4
COc1ccc(Cn2ccnc2)cc1Br	-1.2
Cc1cc(=O)oc2cc(Oc3nc(-c4cccnc4)nc4ccccc34)ccc12	-69.4
CCCCNC(=O)Cn1nc(C(F)(F)F)c(Cl)c1C	-9.2
COc1ccc(C=Nc2ccc(O)c(-c3nc4ccccc4s3)c2)cc1	-130.1
O=C1CC(=O)N(Cc2cccs2)C(=O)N1	-7.4
COC(=O)c1cnn2c(C)c(Cc3cccc(C)c3)c(C)nc12	0.5
CN(C)S(=O)(=O)Nc1ccc2c(c1)OCO2	-3.0
CCOc1ccc(-n2ccnc2SCC(=O)Nc2c(C)cc(C)cc2C)cc1	-7.9
CCOc1ccc(S(=O)(=O)Nc2cc(Cl)ccc2C)c2cccnc12	-21.6
O=C(Nc1c(-c2cccs2)nc2ccc(Cl)cn12)c1ccc(Cl)cc1	-4.2

22 structures out of the list, sorted by count of non-hydrogen atoms, ascending:
SMILES	14-3-3 PPI
Cc1c(C)c(C)c2nsnc2c1C	0.5
O=C(Cn1cnc([N+](=O)[O-])n1)C1CC1	-0.4
O=C(O)c1ccc(N2CCCC2=O)cc1	-1.9&-1.5
Cc1ccccc1-c1nc2cc(Cl)ccc2o1	-12.4
Cc1ccc(C(=O)NCc2occc2C(=O)O)o1	0.5
CCCCNC(=O)Cn1nc(C(F)(F)F)c(Cl)c1C	-9.2
CCCC(CCC(=O)OC)(C(=O)OCC)c1csc(N)n1 (stereo unspecified)	1.2
COc1cc(Cn2ccnc2)c(OC)cc1Cn1ccnc1	-2.4
CCOC(=O)c1cnc2ccc(Cl)cc2c1N1CCN(C)CC1	-8.7
O=C(NCc1ccccn1)c1ccc(NC(=O)c2ccco2)cc1	1.6
Cn1c(=O)oc2cc(S(=O)(=O)Nc3cccc4c3CCCC4)ccc21	-12.8
O=C(Nc1c2c(nn1-c1cccc(Cl)c1)CS(=O)C2)c1ccccc1F (stereo unspecified)	-2.2
CC1=C(C(=O)OC2CCCCC2)C(c2ccc(C)o2)C2=C(CCCC2=O)N1 (stereo unspecified)	-5.3&-8.0
CCOc1ccc(-n2ccnc2SCC(=O)Nc2c(C)cc(C)cc2C)cc1	-7.9
COc1ccc(-c2ccc(=O)n(CC(=O)Nc3cccc(C(F)(F)F)c3)n2)cc1	-15.5
c1ccc(CC(CCNCc2ccc3c(c2)OCO3)c2ccc3c(c2)OCO3)cc1 (stereo unspecified)	-7.4
Cc1cccc(N(CC(=O)NC2CCCCC2)C(=O)CCC(=O)Nc2ccccn2)c1	-6.4
CCOc1ccc2ccccc2c1C(=O)Nc1c2c(nn1-c1ccc(F)cc1)CS(=O)C2 (stereo unspecified)	0.1
Cc1cc(NC(=O)c2ccc(S(=O)(=O)N3CCCC3)cc2)nc2c1c(=O)oc1ccccc12	3.8&-62.1
COC(=O)c1ccc2c(=O)n(Cc3ccco3)c(SCC(=O)Nc3ccc(C)c(Cl)c3)nc2c1	3.0&-8.4
COc1ccc(-c2nnc(NC(=O)c3ccc(S(=O)(=O)N4CCc5ccccc5C4)cc3)o2)cc1	7.0
Cc1c(C(=O)N(C)C)sc2c1c(=O)n(-c1ccc(Cl)cc1)c(=O)n2CC(=O)NCc1ccccc1Cl	-9.8

Additional structures follow:
SMILES	14-3-3 PPI
COc1ccccc1C1N=C(c2ccc3c(c2)OCO3)CC(c2ccccc2O)N1 (stereo unspecified)	0.2
CCc1ccccc1N(CC)C(=O)Cc1c(C(=O)O)[nH]c2ccccc12	-2.5
O=C(CCS(=O)(=O)Cc1ccccc1Cl)NCc1ccco1	-1.4
CC1CCc2nn(CC(=O)N3CCN(C(=O)c4ccco4)CC3)cc2C1 (stereo unspecified)	5.6
O=C(c1c(O)c2ccccc2oc1=O)C1CCC1	7.6&3.6
O=C(CSc1nnnn1-c1ccccc1)CC(=O)Nc1ccc(Cl)cc1	-4.0
COc1ccc(C2C(C(=O)Nc3ccc(Oc4ccccc4)cc3)c3ccccc3C(=O)N2C)cc1 (stereo unspecified)	6.0
NC(=O)c1ccccc1N=Cc1ccc([N+](=O)[O-])o1	-9.6
COC(=O)c1c(N)n(-c2ccc(N3CCOCC3)cc2)c2nc3ccccc3nc12	-6.5
CCc1ccc(C2C(C(=O)Nc3cccc(F)c3)=C(C)NC3=C2C(=O)CCC3)cc1 (stereo unspecified)	-6.4
CCOc1ccc2oc(-c3ccccc3)c(C(=O)N3CCCCC3)c2c1	-2.9
Cn1c(=O)c2c(nc(-n3ccnc3)n2Cc2ccccc2)n(C)c1=O	5.6
COc1ccc(C2C=C(c3ccc(Br)cc3)NC(=S)N2)cc1 (stereo unspecified)	0.3
CC(C)Cn1cc(C(=O)NCCCN2CCN(c3ccccc3F)CC2)c2c3ccccc3n(C)c2c1=O	-2.5
COc1ccccc1OCCCn1cc(C#N)c2ccccc21	1.3
Cc1ccc(C(=O)NCC(=O)O)cc1S(=O)(=O)N1CCCCC1	-2.1&-10.2
Cc1cc2cc(CNC(=O)c3ccc(S(=O)(=O)N4CCOCC4)cc3)ccc2[nH]1	-2.2
Cc1ccnc(NC(c2cccnc2)c2ccc3ccc(C)nc3c2O)c1 (stereo unspecified)	-6.1
COc1ccc(CNC(=O)C2CCN(S(=O)(=O)c3cc(OC)ccc3OC)CC2)cc1	-6.2
CCN(C(=O)c1cn(CC)c(=O)c2cc(OC)c(OC)cc12)c1ccc(F)cc1	4.7
Cc1nn(C(C)(C)C)c(OC(=O)c2ccc3c(c2)OCO3)c1S(=O)(=O)c1ccccc1	0.5&3.1
COC(=O)CNC(=O)Cn1cnc2sc3c(c2c1=O)CCCC3	-5.1
CC1(C)CC(=O)C(C(C2=C(O)CC(C)(C)CC2=O)c2ccc([N+](=O)[O-])o2)=C(O)C1	2.8
O=C(NCCc1ccccc1Cl)c1ccc(NS(=O)(=O)c2cccs2)cc1	-6.2
Nc1c(C(=O)Nc2ccccc2)nnn1-c1ccc(OC(F)(F)F)cc1	1.2
CC1=C(C(=O)OC2CCCCC2)C(c2ccc(C(C)C)cc2)C2=C(CCCC2=O)N1 (stereo unspecified)	1.3
O=C1CC(c2ccccc2)CC2=C1C(c1cccc(Cl)c1)Nc1ccccc1N2 (stereo unspecified)	1.4
CN(C)C(=NS(=O)(=O)c1ccccc1)c1ccc(Cl)cc1	-2.3
COc1ccc(C(O)P(=O)(OC2CCCCC2)c2ccc(N(C)C)cc2)cc1OC (stereo unspecified)	1.8

Assay outcomes from PubChem BioAssay.
